HTR5A ag ctr = counter-screen for OPRM1-OPRD1 agonists: human HTR5A agonism; P47898; HTR5A agonist assay, luminescence, cell-based; activation, % at 9.3 µM; 340,000 tested, 0.61% active; in the data active = activation mostly above about 9.5%, no sharp cut-off; inactive = mostly below about 7.6%;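 note: 0% = cells with vehicle only and 100% = reference agonist; strong numbers were not always called active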
Target sequence (P47898 whole entry, looked up): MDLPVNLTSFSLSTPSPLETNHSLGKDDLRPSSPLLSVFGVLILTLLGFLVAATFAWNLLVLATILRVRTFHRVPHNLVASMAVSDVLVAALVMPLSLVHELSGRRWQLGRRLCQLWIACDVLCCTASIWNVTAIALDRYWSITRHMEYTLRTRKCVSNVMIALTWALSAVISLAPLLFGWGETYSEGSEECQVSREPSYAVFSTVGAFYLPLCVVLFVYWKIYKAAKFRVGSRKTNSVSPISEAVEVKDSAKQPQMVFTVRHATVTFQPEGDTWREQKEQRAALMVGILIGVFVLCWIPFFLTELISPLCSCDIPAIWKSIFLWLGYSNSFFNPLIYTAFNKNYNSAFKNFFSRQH
E coli growth = bacterial growth inhibition, counter-screen for AddAB inhibitors; E. coli V3065 growth, OD600 absorbance, 18 h; inhibition, % at 11.9 µM; 330,000 tested, 0.27% active; AID 449728;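 active = inhibition above the campaign's mean inhibition across all tested compounds plus 3 SD, cut at about 9.9% in these data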;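 note: uninfected addAB+ strain grown without phage in ampicillin broth; 0% = DMSO wells and 100% = ciprofloxacin 0.95 µg/ml wells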
phage Ecoli inh = E. coli growth loss with phage present; growth absorbance; inhibition, % at 11.9 µM; 360,000 tested, 0.26% active; AID 651602; in the data active = inhibition above about 11%
Tat transport = blocks Tat-dependent protein export in E. coli | E. coli MC4100 TorA-mCherry Tat export, fluorescence | inhibition, % at 10 µM | 340,000 tested, 0.036% active | AID 488895;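 active = mean replicate inhibition at least 50% and at least half of replicates individually reaching 50%; inconclusive = only one of the two criteria met; inactive = neither criterion met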;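 note: exported cargo escapes ClpAP degradation while cytoplasmic cargo is degraded and loses fluorescence; 0% = median of neutral control wells and 100% = median of NaSCN control wells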
AddAB inh = less growth of phage-infected E. coli with AddAB. E. coli expressing H. pylori AddAB, absorbance growth. inhibition, % at 11.9 µM. 330,000 tested, 0.29% active; in the data active = inhibition above about 12%;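 note: 0% = vehicle wells of infected cells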
CDK5 inh = CDK5/p35 (human) kinase inhibition | inhibition, % at 10 µM | Recombinant CDK5/p35, ADP-Glo luminescence, 60 min | 330,000 tested, 0.01% active | AID 488839;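 active = highest replicate inhibition of at least 50% and at least 75% of replicates reaching 50%; inconclusive = only one of the two criteria met; inactive = both criteria failed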;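 note: plate controls were DMSO neutral control for no effect and GW8510 at 10 µM for full effect; many of its hits are not listed in these tables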
DAGLB inhibitor = blocks human DAGLB lipase activity | Q8NCG7 | HEK293T DAGLB membrane lysate, EnzChek fluorogenic substrate | inhibition, % at 5.17 µM | 340,000 tested, 0.059% active | AID 504411; in the data active = inhibition above about 34%;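 note: 0% = enzyme with vehicle and 100% = wells lacking enzyme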
SUMO Mot1 rescue = SUMOylation pathway inhibition by Mot1-301 growth rescue; S. cerevisiae Mot1-301 growth rescue, ATP luminescence, 38.5C; percent above DMSO median, 100 means doubled; AID 2716; 320,000 tested, 1% active; growth rescue, % at 18.8 µM;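 active = every valid replicate shows activation above 250% relative to neutral control wells; inactive = the rest, any valid replicate at or below 250%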;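 note: OY570 slx delta 5 strain wells were the positive control but not used for scaling; some compounds called inactive have numbers as strong as hits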
PKA-R1A act = activators of PKA-R1A complex; P00514+P68181; PKA-R1A dissociation, Cy5-IP20 fluorescence polarization; scaled: DMSO 0%, 113 µM cGMP 100%; activation, % at 11.4 µM; 340,000 tested, 0.083% active;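 active = percent activation above the mean of all tested compounds plus 3 SD, cut at about 19% in these data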;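 note: higher means more PKAc released from R1A so a rise in polarization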
PKA-R2B act = activates the human PKA-R2B holoenzyme complex. P22694+P31323. PKA-R2B holoenzyme dissociation, Cy5-IP20 fluorescence polarization; R2B truncated from residue 108, S112A mutant; 0% DMSO only, 100% 113 µM cGMP. activation, % at 11.4 µM. 340,000 tested, 0.079% active. AID 504700;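 active = activation above a cutoff set at the mean over all compounds plus 3 SD, cut at about 18% in these data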;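 note: higher means more holoenzyme dissociation and a rise in polarization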
Target sequence (P31323 whole entry, looked up, other chains not shown, the tested form may be a part): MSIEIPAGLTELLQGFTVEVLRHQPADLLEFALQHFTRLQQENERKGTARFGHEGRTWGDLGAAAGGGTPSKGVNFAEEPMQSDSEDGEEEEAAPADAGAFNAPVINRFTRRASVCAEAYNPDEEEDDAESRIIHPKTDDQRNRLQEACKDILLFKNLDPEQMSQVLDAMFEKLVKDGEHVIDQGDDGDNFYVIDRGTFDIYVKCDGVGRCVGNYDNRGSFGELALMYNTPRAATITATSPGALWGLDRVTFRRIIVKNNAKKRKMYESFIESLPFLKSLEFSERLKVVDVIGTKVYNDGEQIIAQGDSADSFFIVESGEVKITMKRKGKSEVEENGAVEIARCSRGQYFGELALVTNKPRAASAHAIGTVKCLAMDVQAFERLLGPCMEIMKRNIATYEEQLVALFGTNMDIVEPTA
HTR5A inv ctr = HTR5A inverse agonism, opioid heterodimer counter-screen; P47898; HTR5A cell line, luminescence; inhibition, % at 9.3 µM; 340,000 tested, 0.083% active; in the data active = inhibition mostly above about 23%, no sharp cut-off; inactive = mostly below about 18%;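 note: 0% = cells with DMSO and 100% = no-cell wells with DMSO; some compounds called inactive have numbers as strong as hits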
Active calls of the source: *; ? = inconclusive; / = no result given.

SMILES | HTR5A ag ctr | E coli growth | phage Ecoli inh | Tat transport | AddAB inh | CDK5 inh | DAGLB inhibitor | SUMO Mot1 rescue | PKA-R1A act | PKA-R2B act | HTR5A inv ctr
O=C(NCc1cccs1)c1ccccc1F | 0 | -1.4 | 2.8 | 2 | -0.9 | -0.5 | -2 | -16 | -5 | 2 | 0
CC(C)(C)c1nc(SCC(=O)NCc2cccs2)c2ccccc2n1 | -8 | 0.2 | 3.5 | 0 | 3.4 | -0.7 | -1 | 139 | 12 | 4 | 19
Fc1ccc(CCNC(=S)Nc2ccc(F)cc2)cc1 | 4 | -1.0 | 6.6 | -3 | 2.2 | 1.6 | -3 | 47 | -13 | 0 | -20
Cc1ccc(/C=N\NC(=O)c2cc(OCC(F)(F)F)ccc2OCC(F)(F)F)cc1 | 15* | -1.6 | 4.8 | 1 | 3.0 | -0.3 | -1 | 522 | 7 | 5 | -48
O=C(CSc1cc(Cl)ccc1Cl)NCCN1C(=O)CSC1=O | 0 | -0.4 | 3.8 | 4 | 1.5 | -0.5 | -1 | -12 | -8 | -1 | -2
COC(C(=O)N/N=C(\C)c1ccc(C(C)(C)C)cc1)c1ccccc1 (stereo not given) | 1 | / | 3.0 | 1 | / | -0.1 | 0 | -2 | 4 | 13 | 3
O=C(CN1C(=O)c2ccc([N+](=O)[O-])cc2C1=O)NCc1ccco1 | 1 | -0.5 | 4.5 | 0 | 2.3 | -0.5 | -2 | -9 | 6 | 2 | 8
CCOC(=O)c1sc2nc(CSc3ccccc3)[nH]c(=O)c2c1C | 4 | -3.0 | 0.9 | -1 | 0.4 | -0.6 | -13 | 5 | -11 | -3 | -10
C=CCn1cn[nH]c1=S | 2 | -0.2 | 3.4 | -11 | 2.5 | -1.4 | 2 | -2 | 3 | 7 | -1
O=C1NCCN(Cc2ccoc2)C1CC(=O)N(Cc1ccccc1)CC1CCC1 (stereo not given) | -3 | -1.5 | 1.5 | -1 | -1.1 | 0.4 | 1 | -8 | -1 | 16 | -28
CSc1ccc(CN(C)CC(=O)NCc2ccccc2)cc1 | 3 | 0.7 | -0.9 | -1 | -0.8 | 0.5 | 0 | -1 | -6 | -4 | 4
COc1cccc(C(=O)Oc2ccccc2/C=C\C(=O)c2cc3ccccc3o2)c1 | -1 | / | 3.9 | -4 | / | -1.7 | 4 | / | -4 | 11 | 3
O=C(CN1CCN(c2ccccc2F)CC1)NC(=O)NCc1ccccc1 | 0 | -0.7 | 3.4 | ? | 3.2 | -3.5 | 0 | -16 | -12 | 4 | 0
COc1ccccc1-c1cc(C(F)(F)F)nc(S(=O)(=O)CCCC(=O)N2CCOCC2)n1 | -1 | -1.5 | 3.3 | -7 | 3.8 | -1.4 | -13 | 11 | 11 | -8 | 4
Cc1ccc(S(=O)(=O)N2CCN(c3ccc([N+](=O)[O-])cn3)CC2)cc1 | -2 | -4.0 | 3.2 | -4 | -4.2 | 3.5 | 1 | -8 | -7 | -4 | 13
CN(c1ccccc1)S(=O)(=O)c1cccc(NC(=O)CCNC(=O)c2ccc([N+](=O)[O-])cc2)c1 | 0 | 0.0 | 3.5 | 0 | 2.5 | 0.8 | -1 | -5 | -1 | -4 | 0
CCOC(=O)C1CCN(S(=O)(=O)NC[C@H]2O[C@@H](n3cnc4c(N)ncnc43)[C@H](O)[C@@H]2O)C1 (stereo not given in full) | 2 | -1.6 | 0.4 | 5 | 1.4 | 2.6 | -4 | / | -9 | -9 | -6
CCOc1ccc(S(=O)(=O)Nc2cccc(N(C)S(C)(=O)=O)c2)cc1 | 1 | 0.5 | 3.2 | 7 | 5.5 | -1.2 | 1 | -4 | -17 | -6 | -6
COc1ccc(Nc2cc(C)nc(N)n2)cc1 | 0 | 3.6 | -0.2 | -1 | 5.7 | 0.4 | 1 | -22 | -4 | -3 | 1
Cc1ccc(C(c2cc(Br)ccc2O)N2CCSCC2)cc1 (stereo not given) | 8 | 1.5 | 2.5 | 9 | 3.9 | -1.5 | -12 | 16 | -6 | 2 | -24
Cn1c(CN2CCOCC2)nc2cc(NC(=O)COc3ccc([N+](=O)[O-])cc3)ccc21 | 1 | 3.2 | -3.7 | -7 | -0.8 | 0.4 | -2 | 17 | -8 | -12 | -4
O=C(Cc1cccc2ccccc12)NCC(=O)N1CCN(Cc2cccc(C(F)(F)F)c2)CC1 | -3 | 1.1 | 0.9 | 9 | 0.5 | -4.8 | 3 | -5 | -15 | -2 | -2
C/C=C1\COC(C(=O)NCc2cccc(OC)c2OC)(C(F)(F)F)C=C1C=C1CCCCC1 (stereo not given) | -4 | 0.2 | 1.0 | -13 | 3.5 | -0.6 | -28 | 66 | -4 | 5 | 10
Cc1ccc(C(=O)N2CCN(Cc3ccc4c(c3)OCO4)CC2)c(Cl)c1 | 1 | -0.8 | 0.5 | 0 | 1.8 | -2.4 | 3 | -17 | -8 | -8 | -5
O=C(Nc1ccc2c(c1)nc1n2CCN(Cc2ccccc2)C1)NC1CCCCC1 | / | 1.4 | 3.2 | -7 | -3.2 | -0.7 | 1 | -16 | 2 | 1 | /
O=C(C=Cc1ccccc1Cl)c1ccccc1 | 2 | / | 0.0 | -7 | / | 0.6 | 0 | / | 7 | 8 | -7
CCCOc1cccc(-c2nnc(NC(=O)c3ccco3)s2)c1 | 3 | 0.9 | -0.9 | -3 | 4.4 | -1.3 | 1 | -6 | 1 | 3 | -11
COCCOC(=O)C1=C(C)N=C2SCCC(=O)N2C1c1ccc(C(=O)OC)cc1 (stereo not given) | 2 | 1.9 | 1.6 | 11 | -2.1 | 0.1 | -3 | -7 | -4 | -11 | -31
COc1cc(CNc2nc3ccccc3[nH]2)cc(OC)c1OC | -3 | 0.4 | 2.3 | -6 | 1.9 | -0.2 | 2 | 26 | 8 | 12 | 6
NC(=O)c1c(NC(=O)c2ccc(S(=O)(=O)N3CCOCC3)cc2)sc2c1CCCCC2 | -1 | 1.1 | 0.6 | -4 | 1.3 | -2.9 | 5 | -17 | 0 | -6 | 2
CC(C)Oc1cccc(C(=O)NC(=S)Nc2ccc(Cl)c(C(=O)O)c2)c1 | -6 | -0.7 | 2.0 | -1 | -0.9 | 0.3 | 2 | -10 | -4 | -15 | 8
Cc1ccc(NC(=O)c2ccc(COc3ccccc3[N+](=O)[O-])o2)nc1 | 6 | -0.5 | 0.7 | 5 | 1.3 | -2.2 | -2 | 8 | -5 | -1 | -15
O=C1c2ccccc2C(=O)c2c1cccc2N1CCN(C/C=C/c2ccccc2)CC1 | 0 | -1.1 | 1.4 | 1 | -1.4 | 1.4 | 3 | -7 | -1 | -8 | -20
CCn1ccnc1CN1CCCC(C(=O)c2ccc3cc(OC)ccc3c2)C1 (stereo not given) | 2 | -1.9 | -1.5 | 0 | -3.3 | -1.2 | -1 | 27 | -7 | -11 | -5
O=C(CSc1nnc(C2CCCCC2)o1)N1CCCCC1 | 3 | 2.0 | 1.1 | -3 | 1.9 | -3.6 | 0 | -15 | 3 | -3 | -29
COc1ccc(CN(C)CC(=O)Nc2cc3oc4ccccc4c3cc2OC)c(OC)c1 | 1 | -1.2 | 3.1 | 11 | 3.4 | -2.0 | -2 | 37 | 2 | 6 | -12
CN1C2C=C3C(C#N)=C(N)C(C#N)(C#N)[C@@H](c4cccs4)C3C1CC2 (stereo not given in full) | 0 | 1.4 | 2.9 | -5 | 1.2 | -0.8 | -1 | -2 | 2 | -10 | 17
O=C(c1ccc(Cl)cc1Cl)N1CCOCC1 | -1 | / | 3.5 | -3 | / | 0.1 | -2 | / | -1 | -5 | 3
CCOC(=O)c1c(NC(=O)c2ccnn2C)sc(C)c1C | 3 | 1.0 | 2.0 | -7 | 3.1 | 1.5 | 0 | -4 | 2 | 7 | 11
CC(=O)c1cccc(NC(=O)CN2C(=O)COc3ccc(S(=O)(=O)N4CCOCC4)cc32)c1 | -3 | 0.3 | 2.5 | -1 | 3.4 | 1.5 | 0 | 118 | 1 | -8 | -9
CCOc1ccc(-c2nnc(-c3ccccc3)o2)cc1 | 4 | 1.7 | 2.4 | -4 | 1.1 | 1.6 | -22 | -11 | -2 | -3 | 8
Fc1ccccc1-c1nc(-c2cnccc2C(F)(F)F)no1 | -1 | 0.2 | 3.8 | 8 | 1.1 | 0.0 | -9 | 62 | -13 | 9 | -14
CCCC(=O)N1CCN(c2ccc(NC(=O)c3cc4ccccc4o3)cc2Cl)CC1 | 7 | 0.0 | 0.1 | 12 | 0.0 | -2.1 | -1 | 12 | -11 | -4 | -35
CCc1nc2ccc(C(=O)O)cc2nc1CC | -3 | 1.7 | 3.8 | -2 | 4.0 | 1.5 | 0 | -21 | -4 | 9 | 3
COc1ccc(CCNC(=O)CSc2nc(N)c(C#N)c(-c3cccs3)c2C#N)cc1OC | -1 | 0.2 | 1.3 | -8 | 0.0 | 1.2 | -2 | -8 | -14 | -4 | -15
Cc1cccc(C(=O)Nc2cccc(C(=O)N/N=C/c3cccc(C)n3)c2)c1 | -3 | -1.0 | 1.2 | -4 | 1.4 | 2.4 | 1 | 3 | -2 | -1 | 11
COCCNc1nc2ccccc2n1CC(=O)c1ccc(OC)c(OC)c1 | 0 | -1.6 | -0.2 | 0 | -0.9 | 1.0 | -1 | -8 | -2 | 1 | -1
COc1ccccc1C(=O)NCCCNC(=O)c1cccnc1 | 1 | -0.6 | 2.1 | 0 | 3.9 | -2.5 | 0 | 15 | 4 | 0 | -1
O=C(COC(=O)c1c[nH]c2ccccc12)Nc1ccc(F)cc1 | -6 | 0.5 | 3.4 | -8 | 2.5 | -0.5 | 1 | -26 | -1 | 5 | 14
CN1CCCN(C(c2ccccc2)c2ccc(Cl)cc2)CC1 (stereo not given) | -4 | -0.5 | 6.7 | 0 | -0.9 | -0.4 | 3 | -29 | -8 | 1 | 14
CCC(C)Nc1nc2c(c(=O)[nH]c(=O)n2C)n1CCC(C)C (stereo not given) | -1 | 3.5 | 3.1 | -1 | 1.3 | 2.1 | 4 | -12 | 2 | 7 | 5
Cc1ccc(-c2n[nH]c(=S)n2/N=C\c2ccco2)cc1 | 2 | -0.8 | 2.1 | 5 | 0.9 | 3.2 | -3 | 10 | 1 | -9 | -6
N#Cc1c(NC(=O)C2CC(Cl)=CCC2C(=O)O)sc2c1CCCC2 (stereo not given) | 1 | 1.0 | 1.2 | -12 | 4.2 | 4.0 | 10 | 8 | -6 | 0 | -3

Quoted from the results shown, two compounds:
SMILES | HTR5A ag ctr | E coli growth | phage Ecoli inh | Tat transport | AddAB inh | CDK5 inh | DAGLB inhibitor | SUMO Mot1 rescue | PKA-R1A act | PKA-R2B act | HTR5A inv ctr
Cc1ccc(-c2n[nH]c(=S)n2/N=C\c2ccco2)cc1 | 2 | -0.8 | 2.1 | 5 | 0.9 | 3.2 | -3 | 10 | 1 | -9 | -6
N#Cc1c(NC(=O)C2CC(Cl)=CCC2C(=O)O)sc2c1CCCC2 (stereo not given) | 1 | 1.0 | 1.2 | -12 | 4.2 | 4.0 | 10 | 8 | -6 | 0 | -3
